# High-throughput results: PubChem, several laboratories
# TLR4-MyD88 BLA – inhibitors of human TLR4-MyD88 binding; O00206+Q99836; HeLa CL3-4 TLR4/MyD88 BLA complementation, FRET ratio; inhibition, % at 8.4 µM; 200,000 compounds, 0.18% hits; AID 861; in the data active = inhibition above about 25%;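 also: 0% = vehicle and 100% = reference inhibitor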
# Target sequence (O00206 whole entry, looked up): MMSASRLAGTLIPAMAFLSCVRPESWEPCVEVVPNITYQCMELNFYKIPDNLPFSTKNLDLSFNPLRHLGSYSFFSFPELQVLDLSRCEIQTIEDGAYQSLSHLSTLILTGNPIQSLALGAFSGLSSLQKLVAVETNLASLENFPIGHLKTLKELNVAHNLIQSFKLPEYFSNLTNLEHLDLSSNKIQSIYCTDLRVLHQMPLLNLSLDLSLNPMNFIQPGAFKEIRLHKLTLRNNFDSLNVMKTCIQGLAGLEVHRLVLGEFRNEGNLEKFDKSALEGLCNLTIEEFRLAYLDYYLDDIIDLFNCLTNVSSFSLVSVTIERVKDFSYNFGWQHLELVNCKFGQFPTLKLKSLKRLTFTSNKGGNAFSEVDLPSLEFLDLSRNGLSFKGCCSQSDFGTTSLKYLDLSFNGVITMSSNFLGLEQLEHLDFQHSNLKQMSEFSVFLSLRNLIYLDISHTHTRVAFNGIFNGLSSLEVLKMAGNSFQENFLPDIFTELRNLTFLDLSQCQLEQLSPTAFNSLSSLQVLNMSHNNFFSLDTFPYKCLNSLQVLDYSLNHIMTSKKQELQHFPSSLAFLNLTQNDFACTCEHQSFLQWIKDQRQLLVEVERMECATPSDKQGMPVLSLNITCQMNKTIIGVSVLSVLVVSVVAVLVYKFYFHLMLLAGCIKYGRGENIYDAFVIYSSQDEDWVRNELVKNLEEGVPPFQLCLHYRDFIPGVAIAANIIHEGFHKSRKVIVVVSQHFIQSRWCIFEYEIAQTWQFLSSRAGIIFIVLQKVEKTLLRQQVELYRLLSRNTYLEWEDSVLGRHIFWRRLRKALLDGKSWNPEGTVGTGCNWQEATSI
# Target sequence (Q99836 whole entry, looked up): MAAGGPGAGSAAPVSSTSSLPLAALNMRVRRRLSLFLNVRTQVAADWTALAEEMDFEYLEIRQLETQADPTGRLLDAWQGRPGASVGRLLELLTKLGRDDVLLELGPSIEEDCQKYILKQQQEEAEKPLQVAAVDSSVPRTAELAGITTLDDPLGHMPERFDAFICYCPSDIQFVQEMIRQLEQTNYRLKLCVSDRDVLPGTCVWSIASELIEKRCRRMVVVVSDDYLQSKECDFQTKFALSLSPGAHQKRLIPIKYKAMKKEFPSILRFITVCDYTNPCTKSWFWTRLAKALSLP
# PPARg SRC-2 ag – promotes SRC-2 coactivator recruitment by human PPARgamma | PPARgamma LBD-SRC-2 recruitment, biochemical | P37231 | 200,000 compounds, 0.34% hits | activation, % at 8 µM | AID 1032; in the data active = activation above about 22%;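 also: 0% = vehicle and 100% = reference agonist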
# bIAP inh – intestinal alkaline phosphatase (bovine) inhibition | 190,000 tested, under 10 active | purified bovine IAP, CDP-star luminescence, 30 min | inhibition, % at 20 µM;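 active = over 50% inhibition of intestinal alkaline phosphatase at 20 µM in the single-dose screen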
#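 Incubation: 30 min reaction at room temperature / Material: purified bovine intestinal alkaline phosphatase (IAP) enzyme / Input: enzyme at 1/65,000,000 dilution / Dosing: 20 µM single dose / Signal: CDP-star luminescence signal / Reagent: CDP-star chemiluminescent phosphatase substrate, 30 µM final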
# S1P3 antagonist – S1P3 (human) receptor antagonism | Q99500 | CHO S1P3 NFAT-BLA reporter, FRET fluorescence, antagonist mode | inhibition, % at 4.98 µM | 170,000 compounds, 0.27% hits;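 active = inhibition above the plate cutoff, the mean inhibition of test wells on that plate plus 3 SD, cut at about 28% in these data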;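 also: cells challenged with S1P at its EC80 of 0.8 µM; blue over green emission ratio from cleaved BLA substrate after 4 h stimulation; 0% = S1P-stimulated wells and 100% = unstimulated DMSO-only wells; some compounds past the cut are filed as inactive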
# PPARg SRC3 recr – agonists of human PPARgamma SRC-3 coactivator recruitment; biochemical PPARgamma/SRC-3 coactivator recruitment assay; activation, % at 8 µM; 200,000 compounds, 0.26% hits; AID 731; in the data active = activation above about 23%;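 also: 0% = DMSO and 100% = reference agonist; some compounds past the cut are filed as inactive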
# Lmaj promast – inhibitors of Leishmania major promastigote growth | Leishmania major promastigotes, resazurin fluorescence viability | inhibition, % at 10 µM | 200,000 compounds, 9% hits; in the data active = inhibition above about 50%;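 also: promastigotes grown with compound for 44 hours at 28 °C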
# bIAP activator – intestinal alkaline phosphatase (bovine) activation. purified bovine IAP, CDP-star luminescence, 30 min; hits give high values; fold of DMSO-control signal, blank-subtracted. activation factor at 20 µM. 200,000 compounds, 0.17% hits. AID 1016;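 active = activation factor of 2 or more at 20 µM, a signal rise over negative controls twice the positive control's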
# PPARg SRC1 recr – agonists of human PPARgamma SRC-1 coactivator recruitment; PPARgamma-SRC-1 coactivator recruitment biochemical assay; activation, % at 8 µM; P37231; AID 631; 200,000 compounds, 0.41% hits; in the data active = activation above about 19%;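 also: 0% = DMSO and 100% = reference agonist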
# ROMK mod – modulates human ROMK potassium channel activity; Tet-inducible ROMK, thallium flux fluorescence; actives lie on both sides; P48048; AID 1918; 130,000 compounds, 2% hits; B-score at 10 µM;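 active = signal ratio slope over the read window, or its plate-corrected B-score, at least 3 SD from the plate mean, either direction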;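 also: B-score of the F/F0 ratio slope over 7 to 12 s after thallium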
# Redox H2O2 prof – compounds producing H2O2 with reducing agent – biochemical, NIH compound library profiling, artefact control for MLSCN library redox annotation, primary screen; DTT-dependent redox cycling H2O2, phenol red/HRP absorbance; 100% = 100 µM peroxide control, 0% = buffer; activation, % at 10 µM; 200,000 compounds, 0.03% hits; AID 878;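 active = activation of at least 50% relative to the plate's high and low controls in the primary single-dose screen; inactive = activation below 50%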;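 also: compound incubated with DTT at 0.8 mM final as the reducing agent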
# SRC2 TRFRET art – TR-FRET artefact, counter-screen to PPARgamma/SRC-2 agonist assay | hits give high values | TR-FRET ratio at 8 µM | 200,000 compounds, 0.4% hits; in the data active = TR-FRET ratio above about 2000; also: inactives centre near 1500; reference of the scale not given here
# * = called active by the depositor; . = not tested or not shown. The order is random; overall some 11% were active at least once.
# Each structure is followed by: TLR4-MyD88 BLA	PPARg SRC-2 ag	bIAP inh	S1P3 antagonist	PPARg SRC3 recr	Lmaj promast	bIAP activator	PPARg SRC1 recr	ROMK mod	Redox H2O2 prof	SRC2 TRFRET art
> Cc1cccc(OCCC(=O)NCC(c2ccco2)N2CCCCC2)c1 (stereo not drawn)
→ 5.1	-0.5	0.9	.	-2.5	9.6	1	-3.0	-0.24	-0.1	1498
> CC(C)(C)NC(=O)COC(=O)/C=C/c1ccccc1[N+](=O)[O-]
→ -4.2	2.3	10.9	.	-10.6	-0.5	0.9	-0.7	1.41	-0.1	1594
> COc1ccccc1C(=O)NCc1ccccn1
→ -4.6	1.9	-7.2	-6.2	-0.2	-3.5	1.1	-2.2	-0.988	-1.2	1546
> O=C(O)CC1NC(=O)N(c2ccccc2)C1=O (stereo not drawn)
→ 7.3	9.5	8.1	11.1	7.8	-5.3	0.9	-0.7	.	-0.1	1475
> CC(C(=O)NCCCc1ccccc1)c1ccc([N+](=O)[O-])cc1 (stereo not drawn)
→ -11.0	1.7	-3.6	18.7	6.5	0.3	1	-7.1	-0.0557	-0.1	1564
> C=CCn1c(CCC(O)COCCC)n[nH]c1=S (stereo not drawn)
→ -8.9	-0.1	13.6	-15.1	2.1	-5.2	0.9	-3.9	.	-0.4	1377
> O=C(N/N=C/C=C/c1ccco1)C(O)c1ccccc1 (stereo not drawn)
→ -9.9	0.8	.	.	-8.2	-6.8	.	6.0	.	1.8	1380
> Cc1noc(/C=C/N(C)C)c1S(=O)(=O)N1CCC(C(=O)O)CC1
→ 2.3	0.6	7.2	0.4	4.4	-3.8	0.9	-1.4	.	-0.8	1760
> COc1ccc2c(C(=O)CN3CCN(c4ccccc4)CC3)c[nH]c2c1
→ -2.0	4.3	15.7	.	9.1	0.9	0.8	-1.6	-0.103	0.0	1632
> CCC(C)NC(=O)CSc1nc2c(sc3ccccc32)c(=O)n1CCCN1CCOCC1 (stereo not drawn)
→ 5.0	0.7	-1.2	.	9.5	19.6	1	2.6	2.61*	0.2	1308
> CC(=O)N(/N=C/c1cccc(C)c1)c1nc(-c2ccc(Br)cc2)cs1
→ -3.7	-5.2	8.3	.	-8.3	-4.0	0.9	-0.1	.	-4.2	1571
> Cc1ccc(SC(C)C(=O)Nc2ccncc2)cc1 (stereo not drawn)
→ 16.5	-2.8	16.1	.	-6.3	92.7*	0.8	0.1	-0.827	0.1	1427
> O=C(NNC(=S)NC(=O)c1ccccc1[N+](=O)[O-])c1ccccc1Cl
→ 5.5	-2.1	-2.6	0.7	1.0	-7.4	1	2.0	.	-0.1	1509
> S=c1[nH]nc(C2CCCCC2)n1/N=C/c1ccncc1
→ 5.8	3.5	-10.1	-4.4	3.0	-4.2	1.1	6.9	.	-1.3	1754
> O=C(c1ccc(CS(=O)(=O)c2ccccc2)o1)N1CCN(c2ncccn2)CC1
→ -15.1	-2.6	4.9	-14.7	1.2	-5.2	1	12.6	.	-0.8	1536
> Cc1c(CN(C)CCc2ccccc2)c(=O)n(-c2ccccc2)n1C
→ 9.9	2.1	-4.2	0.7	-3.1	-1.3	1	9.4	0.24	-0.4	1604
> C=CCc1ccc(OCCOCCNCCOC)c(OC)c1
→ -6.4	-2.0	-4.4	-28.4	12.3	98.8*	1	-0.7	.	-0.1	1407
> CCS(=O)(=O)c1ccc2oc(Nc3ccc(C(C)C)cc3)nc2c1
→ -11.6	1.7	12.2	.	16.4	-3.2	0.9	-0.8	-0.309	0.0	1327
> O=C(NCc1ccc2c(c1)OCO2)c1ccc(CN2CCOCC2)cc1
→ 3.2	5.8	2.4	19.4	-4.1	3.0	1	-2.4	.	0.5	1662
> Cc1cc(C)c2[nH]c(=O)c(C(c3nnnn3C(C)(C)C)N3CCN(C(=O)c4ccco4)CC3)cc2c1 (stereo not drawn)
→ -1.5	10.0	-1.6	-0.1	3.6	5.3	1	7.1	0.0022	0.4	1607
> O=C(COc1cnc2ccccc2n1)NCCC1=CCCCC1
→ -2.3	0.3	9.5	-2.8	-0.4	-0.9	0.9	14.9	.	-0.5	1682
> COCCn1c(C)cc(C(=O)COC(=O)c2ccc[nH]c2=O)c1C
→ -18.0	-5.7	-20.2	-13.5	-0.8	57.2*	1.2	-5.8	0.921	-0.1	1409
> CC(C)c1ccc(NC(=S)NN2CCN(C)CC2)cc1
→ 15.2	0.5	4.3	8.8	0.8	0.9	1	1.6	-0.614	-0.8	1611
> COc1cccc(C(=O)Cn2c(=O)n(CCC(=O)NCC3CCCO3)c(=O)c3cc(OC)c(OC)cc32)c1 (stereo not drawn)
→ 5.0	5.2	-13.4	-24.7	3.2	6.8	1.1	4.3	0.318	-0.5	1607
> Cc1cc(-c2ccc(C(=O)O)s2)cnc1N
→ 3.5	0.7	0.4	-12.7	3.3	-7.6	1	0.6	-0.17	-3.7	1462
> COc1ccc(CC(=O)NCC(c2ccc(OC)cc2)N(C)C)cc1 (stereo not drawn)
→ -3.6	1.8	-5.2	6.0	1.6	0.5	1.1	1.7	-0.758	-2.2	1738
> CCOC(=O)c1cnn2c(C(F)(F)F)cc(-c3ccco3)nc12
→ 4.1	-5.7	-2.2	6.7	0.5	3.0	1	2.5	-0.323	1.1	1630
> COc1ccc(C2/C(=C(/O)c3ccc4c(c3)CC(C)O4)C(=O)C(=O)N2CCN2CCOCC2)cc1 (stereo not drawn)
→ -7.3	4.1	-7.1	0.1	9.1	-3.8	1.1	10.3	.	0.2	1722
> COc1ccc2cc(C(=O)NCc3ccco3)c(=Nc3ccc(C(=O)O)cc3)oc2c1
→ 14.8	3.6	6.1	-33.9	3.9	-6.1	0.9	1.3	-0.04	-1.2	1492
> COC(=O)c1ccc(C2/C(=C(/O)c3ccc(OC(C)C)cc3)C(=O)C(=O)N2c2cc(C)on2)cc1 (stereo not drawn)
→ -4.5	1.6	18.1	-30.2	9.9	3.2	0.8	-1.6	.	2.1	1546
> CC(C)(C)C(=O)NC1(C(F)(F)F)NC(=O)N(c2ccc(F)cc2)C1=O (stereo not drawn)
→ 7.9	4.0	-15.0	-8.3	3.7	-3.3	1.1	7.0	.	0.3	1294
> COc1ccc(OCC2CCCN(Cc3nc(CC4CC4)no3)C2)cc1 (stereo not drawn)
→ -21.5	2.3	6.3	1.8	3.8	-2.9	0.9	-2.4	-0.632	1.8	1593
> Brc1ccc(Cn2c(-c3cncs3)nc3ccccc32)cc1
→ 16.4	4.6	1.9	.	-1.6	18.2	1	-1.9	.	11.4	1484
> CC1CC(C)CN(C(=O)c2cn(C)c3ccc(S(=O)(=O)N(C)C)cc3c2=O)C1 (stereo not drawn)
→ -2.0	6.7	9.0	-15.7	-0.5	-3.5	0.9	0.9	.	-0.1	1434
> O=C(COC(=O)c1cc[n+]([O-])cc1)Nc1ccccc1Cl
→ 5.7	0.3	9.1	9.6	-3.4	-3.8	0.9	4.4	0.582	-1.0	1492
> CN1C(=O)/C(=C\c2ccncc2)SC1=Nc1ccccc1
→ -6.1	-6.6	6.9	2.2	-2.1	44.1	0.9	1.3	-0.625	-0.4	1442
> Cn1c(=O)cc(OCC(=O)N2CCN(c3ccccc3F)CC2)c2ccccc21
→ -1.4	1.2	-17.6	-3.2	2.8	-1.1	1.2	-1.1	-0.0375	-0.3	1423
> Cc1ccc(C(=O)NC(=S)Nc2ccc(NC(=O)c3cccs3)cc2)cc1[N+](=O)[O-]
→ 1.1	1.8	19.9	-11.2	-2.2	-5.3	0.8	12.9	.	0.1	1661
> Cc1ccc(NC(=O)CSCCc2ccccn2)nc1
→ -1.5	2.9	6.4	.	-9.1	1.5	0.9	-4.8	-0.467	0.2	1317
> CCCn1c(=O)c2ccccc2n2c(SCC(=O)c3ccc(CC)cc3)nnc12
→ 5.6	-1.3	3.3	.	7.4	-1.7	1	5.6	.	-2.4	1564
> CCOc1cccc(=O)c2c(C)n(C)c(C)c12
→ -2.2	0.9	24.1	-15.8	1.9	4.0	0.8	3.0	.	1.3	1632
> CCN(CCn1cccn1)C(=O)CC1C(=O)NCCN1Cc1ccc(F)c(F)c1 (stereo not drawn)
→ 6.2	0.8	-1.5	-5.0	7.7	-5.2	1	-2.9	-0.14	-0.4	1422
> CCNc1cc(N2CCN(S(=O)(=O)c3ccc4c(c3)CCCC4)CC2)ccc1[N+](=O)[O-]
→ -13.0	-5.6	18.7	.	-5.1	-1.9	0.8	-8.8	.	-1.3	1414
> CC(NC(=O)CSc1nnc(CC(=O)Nc2ccc(Cl)c(Cl)c2)n1C)c1ccccc1 (stereo not drawn)
→ -7.4	10.9	-18.6	.	-5.3	-5.7	1.2	7.1	.	-1.5	1539
> CCC(=O)Nc1ccc2nc(C)n(Cc3ccccc3Cl)c(=O)c2c1
→ 9.0	-10.2	-4.0	.	-9.4	4.8	1	-4.7	0.381	5.5	1264
> CCOc1cc(/C=N/OC(C)=O)ccc1OCc1ccccc1
→ 2.0	-6.3	9.8	-6.4	-1.9	6.6	0.9	-8.7	.	-0.3	1576
> Cc1ccc(-n2c(-c3ccccc3)n[nH]c2=S)cc1
→ -9.4	35.5*	1.3	.	27.2*	-4.7	1	19.6*	.	2.0	2299*
> Cc1ccc(S(=O)(=O)N(C)c2ccccc2)cc1
→ 6.3	-2.6	48.8	.	-9.2	7.0	0.5	-1.2	-0.0221	0.3	1570
> Clc1ccc(CSc2nnc(-c3ccccn3)n2Cc2ccco2)c(Cl)c1
→ -9.1	8.7	-2.1	.	-2.1	4.9	1	-2.3	0.0256	-0.3	1677
> CC(C)CNC(=O)CC(c1ccccc1)c1c(O)ccc2ccccc12 (stereo not drawn)
→ -4.9	-5.2	9.9	.	6.7	9.5	0.9	4.7	.	-0.5	1580
> C=CCNC(=O)/C(=C\C=C\c1ccccc1)NC(=O)c1ccc(OCCCC)cc1
→ -2.6	7.7	2.4	.	5.2	0.6	1	-1.6	.	1.2	1503
> Cc1cccc(C(=O)N2CCN(c3ccc([N+](=O)[O-])c(N4CCOCC4)c3)CC2)c1
→ -5.4	13.1	20.0	.	-4.2	18.3	0.8	-12.9	.	2.1	1516
> COc1ccc(NC(=O)Nc2cc(C)ccc2OC)cc1
→ 16.4	0.1	11.2	-17.6	-9.1	23.1	0.9	2.3	.	3.1	1428
> C=C(C)CC1Nc2ccccc2NC1CC(=C)C (stereo not drawn)
→ 11.4	0.2	9.5	8.2	18.6	36.2	0.9	1.6	.	-0.4	1684

# Filtered by structure, the compounds so far containing a CF3 group (two)
# Each structure is followed by: TLR4-MyD88 BLA	PPARg SRC-2 ag	bIAP inh	S1P3 antagonist	PPARg SRC3 recr	Lmaj promast	bIAP activator	PPARg SRC1 recr	ROMK mod	Redox H2O2 prof	SRC2 TRFRET art
> CCOC(=O)c1cnn2c(C(F)(F)F)cc(-c3ccco3)nc12
→ 4.1	-5.7	-2.2	6.7	0.5	3.0	1	2.5	-0.323	1.1	1630
> CC(C)(C)C(=O)NC1(C(F)(F)F)NC(=O)N(c2ccc(F)cc2)C1=O (stereo not drawn)
→ 7.9	4.0	-15.0	-8.3	3.7	-3.3	1.1	7.0	.	0.3	1294
